LmPK inh: qHTS Assay for Inhibitors of Leishmania Mexicana Pyruvate Kinase (LmPK) | Potency, µM (highest dose often 57.5 µM), without a hit: at the highest dose activity change, negative = inhibition, hits mostly inhibitors | purified LmPK, Kinase-Glo ATP luminescence, 1 h | Q27686 | actives 0.37% (n = 290,000); further: potency means the concentration at half of the fitted maximal effect; on the % scale 0 is the no-effect control and ±100 the full control effect
Target sequence (Q27686 whole entry, looked up): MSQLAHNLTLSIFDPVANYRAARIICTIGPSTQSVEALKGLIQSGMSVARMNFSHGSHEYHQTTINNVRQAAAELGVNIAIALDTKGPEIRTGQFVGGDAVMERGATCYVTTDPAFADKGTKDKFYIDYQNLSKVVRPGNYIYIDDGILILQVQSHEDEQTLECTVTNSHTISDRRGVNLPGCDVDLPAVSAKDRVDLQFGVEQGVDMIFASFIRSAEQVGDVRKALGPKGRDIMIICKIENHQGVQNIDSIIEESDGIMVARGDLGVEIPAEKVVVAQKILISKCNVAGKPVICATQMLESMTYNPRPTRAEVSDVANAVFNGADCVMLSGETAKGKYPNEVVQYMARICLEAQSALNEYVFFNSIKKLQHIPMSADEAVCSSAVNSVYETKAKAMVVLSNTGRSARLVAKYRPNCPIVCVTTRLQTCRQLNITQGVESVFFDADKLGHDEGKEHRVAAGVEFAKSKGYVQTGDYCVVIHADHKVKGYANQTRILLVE
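Pyruvate kinase activity monitored as ATP production (luciferase luminescence). Conditions: 0.1 nM enzyme, 0.5 mM PEP, 0.1 mM ADP, 1 h, RT; normalized against uninhibited and no-enzyme wells.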
Tb PYK inh: qHTS of Trypanosoma Brucei Inhibitors | Potency, µM (top dose mostly 76.8 µM), for inactives: at the top dose activity, negative = inhibition, hits mostly inhibitors | AID 624173, 2012 | pyruvate kinase (Trypanosoma brucei), Q57TT1 | TbPYK enzyme, Kinase-Glo Plus ATP luminescence, 45 min | actives 0.12% (n = 410,000); further: potency means the concentration at half of the fitted maximal effect; on the % scale 0 is the no-effect control and ±100 the full control effect; nearly all actives have a fitted effect of over 50% in size
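ADP (130 uM final) triggers the TbPYK reaction after compound addition; incubation is 45 min at room temperature. Kinase-Glo Plus is then added and luminescence imaged. Normalized data are fitted to concentration-effect curves.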
AMA1-RON2 inh: qHTS for Inhibitors of AMA1-RON; Towards Development of Antimalarial Drug Lead: Primary Screen; Plasmodium falciparum AMA1 (3D7) - RON2 peptide interaction; AlphaScreen AMA1-biotinylated RON2 peptide binding; Potency, µM (top dose mostly 58.2 µM), without a hit: at the highest dose activity change, negative = inhibition, usual class: inhibitors; actives 0.2% (n = 360,000); AID 720542, 2013;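 further: potency means the concentration at half of the fitted maximal effect; 0% = vehicle wells and -100% = peptide control; nearly all actives have a fitted effect of over 45% in size; some results filed as inactive show a strong effect at the top dose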
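AMA1 (3D7) with his tag at 25 nM final met compounds first, then biotinylated RON2 peptide at 25 nM; detection used donor plus acceptor beads, 10 µg/mL apiece, read by AlphaScreen after 30 min at room temperature.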
Pf growth 96h: Primary qHTS for delayed death inhibitors of the malarial parasite plastid, 96 hour incubation. P. falciparum luciferase reporter growth, 96 h. Potency, µM (series often up to 28.7 µM), inactives show at the highest dose activity change, negative = inhibition, hits mostly inhibitors. actives 6.9% (n = 320,000). AID 504834, 2011; further: potency means the concentration at half of the fitted maximal effect; on the % scale 0 is the no-effect control and ±100 the full control effect
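Two parasite generations (96 h, 37 C, 5% CO2) of compound exposure in infected erythrocytes (0.05% parasitemia, 2% hematocrit). Luciferase-reporter P. falciparum; decreased luminescence indicates inhibited growth, aimed at apicoplast-acting delayed death.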
CHX counter: Cycloheximide Counterscreen for Small Molecule Inhibitors of Shiga Toxin | actives 12% (n = 300,000) | AID 2314, 2010 | cell reporter, cycloheximide protein synthesis inhibition counterscreen | max response, %; in the data active means max response mostly above about 13%, no sharp cut-off; inactive means mostly below about 14%; further: read at 38.3 µM for the half of the compounds with a filed dose; 0% is about no effect
Shiga inhibitor: A qHTS for Small Molecule Inhibitors of Shiga Toxin; actives 9.2% (n = 290,000); AID 2315, 2010; inhibition, % at 38.7 µM; Vero cells, Shiga toxin protein synthesis inhibition reporter; in the data active means inhibition mostly above about 28%, no sharp cut-off; inactive means mostly below about 43%; further: 0% is about no effect
Pf growth 48h: Primary qHTS for delayed death inhibitors of the malarial parasite plastid, 48 hour incubation. P. falciparum luciferase growth in erythrocytes, 48 h. actives 5.9% (n = 310,000). Potency, µM (titrated, usually from 28.7 µM), for inactives: top-dose activity change, negative = inhibition, most hits filed as inhibitors; further: potency means the concentration at half of the fitted maximal effect; on the % scale 0 is the no-effect control and ±100 the full control effect
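Compounds are pin-transferred into medium, infected erythrocytes (2% hematocrit, 0.1% parasitemia final) are added, and plates sit one parasite generation at 37 C in 5% CO2. Detection reagent is then added and luminescence measured.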
* = called active by the depositor; ? = inconclusive; · = not tested or not shown; & = joins results of further samples; [ ] = dose if it differs, or a comment. Unless noted, the call rests on the fitted dose curve; in most records, active means well fitted curve in the direction sought with a large enough effect; inconclusive means small, poorly fitted or top-dose-only effect, or another doubt; inactive means no such curve, though single readings can be large; an effect the other way counts as inactive or inconclusive.

SMILES | LmPK inh | Tb PYK inh | AMA1-RON2 inh | Pf growth 96h | CHX counter | Shiga inhibitor | Pf growth 48h
CCN1CCCC1CNC(=O)c1ccc2c(=O)n(CCOC)c(=O)[nH]c2c1 (centres undefined) | -1% | 2% | -3% | ? | -2 | -11 | 3%
COc1cc(CN2CCN(C(=O)CC(C)C)CC2)c([N+](=O)[O-])cc1OC | 4% | 8% | ? | 32%[activator] | 0 | -1 | -2%
Cc1ccc(S(=O)(=O)N(C)c2c(C)ccc(S(=O)(=O)NC(C)(C)C)c2C)cc1 | 6% | -3% | 2% | 23% | -2 | -3 | ?
Nc1c(C(=O)NCc2ccco2)nnn1CC(=O)Nc1ccc2c(c1)OCO2 | -6% | -1% | -3% | ? | -4 | -11 | 12µM*
O=C(NC1CCCC1)C(c1ccccn1)N(C(=O)c1csnn1)C1CCCC1 (centres undefined) | 0% | -2% | 4% | ? | -3 | 7 | -19%
O=C(COC(=O)[C@@H]1CC(O)CN1S(=O)(=O)c1ccc2c(c1)OCCO2)NCc1ccc(F)cc1 (some centres undefined) | 4% | 1% | 21% | 5% | 4 | -6 | -23%
O=C(NCCN1CCN(c2ccccc2)CC1)C1CCCN(S(=O)(=O)c2cnc[nH]2)C1 (centres undefined) | 1% | -6% | -9% | 25% | -1 | -1 | ·
FC(F)(F)c1cc(-c2cccs2)nc(NCc2ccco2)n1 | -2% | -1% | 13% | 5% | -3 | -14 | 24%
CCN(CC)S(=O)(=O)N1CCC(C(=O)N2CCC3(CC2)OCCO3)CC1 | 8% | 3% | 14% | 41% | -7 | -21 | 32%[activator]
O=C1c2ccccc2C(=O)N1Cc1nc2ccccc2c(=O)n1Cc1ccco1 | 1% | 0% | -6% | · | 0 | 11 | ·
CSc1nc(N(CCO)CCO)c2sc3nc(-c4ccco4)c4c(c3c2n1)CCC4 | 5% | -5% | 11µM* | 0% | 9 | -8 | ?
CCOC(=O)c1nnn(-c2nonc2N)c1-c1ccccc1Cl | -7% | 0% | -4% | 61%[activator] | 0 | -24 | ?
COC(=O)COc1ccc(S(=O)(=O)N2CCN(c3ccccc3F)CC2)cc1 | 0% | 3% | 0% | ? | -2 | 24 | -8%
Cc1cccc(C(=O)N2CCC(c3nc(-c4ccc(S(=O)(=O)N5CCOCC5)cc4)no3)CC2)c1 | 5% | 1% | 1% | ? | -2 | -17 | ?
CCOc1ccc(Cn2c(SCCCCC#N)nc3c2c(=O)n(C)c(=O)n3C)cc1OCC | 4% | -8% | 10% | ? | -5 | -9 | ?

Pulled by structure from the entries so far (3):
SMILES | LmPK inh | Tb PYK inh | AMA1-RON2 inh | Pf growth 96h | CHX counter | Shiga inhibitor | Pf growth 48h
O=C(NCCN1CCN(c2ccccc2)CC1)C1CCCN(S(=O)(=O)c2cnc[nH]2)C1 (centres undefined) | 1% | -6% | -9% | 25% | -1 | -1 | ·
Cc1ccc(S(=O)(=O)N(C)c2c(C)ccc(S(=O)(=O)NC(C)(C)C)c2C)cc1 | 6% | -3% | 2% | 23% | -2 | -3 | ?
CCOC(=O)c1nnn(-c2nonc2N)c1-c1ccccc1Cl | -7% | 0% | -4% | 61%[activator] | 0 | -24 | ?

Next part.
SMILES | LmPK inh | Tb PYK inh | AMA1-RON2 inh | Pf growth 96h | CHX counter | Shiga inhibitor | Pf growth 48h
COC(=O)c1ccc(CN2CCN(CCc3ccccc3)C(CCO)C2)cc1 (centres undefined) | -1% | -13% | -13% | 33%[activator] | 2 | -5 | ?
O=C(O)c1ccc(N=Cc2c(O)n(Cc3ccc(F)cc3)c(=O)[nH]c2=O)cc1 | 2% | 1% | -5% | -12% | 6 | 25 | -17%
COc1ccc(CSc2nc(CSC)cc(N3CCOCC3)n2)cc1 | 2% | 4% | -14% | ? | 5 | -7 | 12µM*
CC(C)n1c(Nc2ccccc2)nc2ccccc21 | -1% | -11% | -7% | ? | -1 | -12 | -6%
Cc1ccc(-n2c(C)cc(C(=O)OCC(=O)N(CC(C)C)C3CCS(=O)(=O)C3)c2C)cc1 (centres undefined) | 4% | 0% | -12% | 58%[activator] | 2 | 10 | -91%
CCOc1ccc(-n2nnc3c(=O)n(C/C=C/c4ccccc4)cnc32)cc1 | 0% | -1% | -3% | ? | 4 | 9 | ?
COc1ccc2[nH]c(=O)c(CN(Cc3ccccc3OC)Cc3nnnn3CC3CCCO3)cc2c1 (centres undefined) | 6% | 1% | 3% | 42% | -3 | -31 | ?
O=C(CSc1nnc(CNC(=O)c2ccc(F)cc2)o1)Nc1ccc2c(c1)OCO2 | -2% | 1% | -2% | 18% | -1 | -3 | 2%
N#CCCN(C(=O)COC(=O)C1CCN(c2ccc(C(F)(F)F)cn2)CC1)c1ccc(F)cc1 | · | -10% | -7% | 6% | · | · | -2%
Cc1ccc(OCC(=O)NN2C(=O)c3ccccc3C2=O)cc1 | 4% | -5% | 43%[activator] | 22% | -5 | -2 | 5%
CCOCCCn1c(SCC(=O)Nc2cccc(OC)c2)nc2ccccc2c1=O | 3% | 4%&4% | 13% | -8% | 1 | 55 | ?
Cc1ccccc1NC(=O)CSc1nc2c(c(-c3ccco3)c1C#N)CCCC2 | -2% | 9% | 29% | ? | -1 | 4 | 18%
COc1ccc(C(CC(=O)O)NC(=O)COc2ccccc2OC)cc1OC (centres undefined) | -3% | -9% | -7% | 14% | 2 | -12 | 4%
CCOC(=O)c1cnc(-n2nc(C)cc2C)nc1-n1nc(C)cc1C | -9% | 0% | 12% | 26% | -2 | -5 | 7%
CN1CC2([N+](=O)[O-])CC=C(Oc3ccccc3)C([N+](=O)[O-])(C1)C2 (centres undefined) | 0% | 11% | -4% | -10% | -5 | -2 | ?
Cc1cc(Cl)ccc1NC(=O)C(=O)N/N=C/c1ccc2c(c1)OCO2 | -2% | 9% | 7% | 9% | -4 | -6 | 5%
CC(C)n1ncc2c(C(=O)NCc3cccnc3)cc(C3CC3)nc21 | · | 2% | 30% | ? | · | · | ?
CCc1cc2c(SCc3ccc(C(=O)OC)o3)ncnc2s1 | 0% | -1% | 3% | 6% | -2 | -9 | 2%
COCCn1c(SCC(=O)c2ccc(CNC(C)=O)o2)nc2ccccc2c1=O | -2% | -1% | 2% | ? | 1 | -9 | -9%
O=c1cc(NS(=O)(=O)c2ccccc2)nc(SCc2c(Cl)cccc2Cl)[nH]1 | -2% | -1% | 3% | -27% | -5 | -10 | ?
Cc1ccnc2nc(NC(=O)c3ccco3)nn12 | -1% | 0% | -5% | 8% | 26* | 48* | 78%[activator]
CCOc1cccc(C2/C(=C(/O)c3ccc4c(c3)CC(C)O4)C(=O)C(=O)N2CCCn2ccnc2)c1 (centres undefined) | 7% | 8% | 12% | -2% | -4 | -5 | 6%
O=C(c1ccc(-c2cccc(Cl)c2Cl)o1)N1CCOCC1 | -18% | -9% | -12% | -29%[5.75 µM] | 37* | 133* | 75%[activator]
O=S1(=O)C=C(Oc2ccc3ccccc3c2)c2ccccc21 | 6% | 0% | 4% | -9% | 7 | 63 | ?
C[C@H](NC(=O)[C@@H]1Cc2ccccc2CN1)C(=O)NCC1CCCO1 (some centres undefined) | 1% | -23% | 27% | -11% | -4 | 6 | 14%
CN(C)c1ccc(/C=N/NC(=O)C(O)c2ccc(Br)cc2)cc1 (centres undefined) | 2% | -1% | -3% | 18% | 8 | 21 | -13%
O=C1C=C(c2ccccc2)OC(=O)C1C(=O)c1ccccc1 (centres undefined) | -1%&0% | 2% | -5% | ? | -2&9 | 14&18 | -5%&-5%
COc1ccc(-c2nc(CS(=O)CC(=O)NC3CCCC3)c(C)o2)cc1OC (centres undefined) | 2% | -4% | 9% | -19% | 12 | 12 | -23%
COc1ccc2ccccc2c1/C=N/NC(=O)c1ccc(C)nc1 | -8% | -2% | 35%[activator] | ? | 15 | 7 | -37%
CC(=O)Nc1ccc(SCc2ncc(-c3ccccc3)o2)cc1 | -2% | 5% | 2% | 285%[activator] | 44* | 90* | 165%[activator]
COc1cc2c(C(=O)NCc3ccc4c(c3)OCO4)cn(CC(C)C)c(=O)c2cc1OC | 7% | -5% | -8% | -10% | 1 | -9 | -14%
Cc1ccc(NC(=O)NC2CC(=O)N(c3ccc4c(c3)OCCO4)C2)cc1 (centres undefined) | · | -7% | 1% | -8% | · | · | ?
CCOc1cccc(-c2c(C(=O)N/N=C/c3sccc3C)nnn2-c2nonc2N)c1 | 1% | 5% | 14% | ? | -6 | -4 | ?
O=C(Nc1ccc(Cl)cn1)C1CC1 | 2% | -15% | 1% | 0% | 8 | 11 | 7%
CCOC(=O)N1CCN(Cc2nc(N)nc(Nc3ccc(Oc4ccccc4)cc3)n2)CC1 | 3% | -2% | ? | 59%[activator] | 15* | 23 | ?
CC(=O)C(Cc1ccc(Cl)nc1)(Cc1ccc(Cl)nc1)C(C)=O | 0% | 5% | 6% | -1% | -1 | -12 | -5%
O=C(COc1ccc(-c2ccccc2)cc1)N1CCN(C(=O)c2cccs2)CC1 | 3% | 8% | -8% | 10% | 15* | 40* | 4%
C/C=C(\C)C(=O)NCCN1C2=NC[C@H](Cc3ccccc3)N2C[C@H]1Cc1ccc(O)cc1 | 0% | -1% | -6% | 3.7µM* | 1 | 6 | -21%
CCOc1ccccc1NC(=O)C12CC3CC(C1)CC(c1ccc(C)cc1)(C3)C2 | 5% | -6% | 30% | 134%[activator] | -5 | -23 | ?
Cc1ccc(N2CC(C(=O)Nc3ccc(S(=O)(=O)N4CCCC4)cc3)CC2=O)cc1 (centres undefined) | 8% | -15% | -2% | 13% | -3 | -15 | ?
COc1cc(NC(=O)C2CC(=O)NC3=C2C(=O)CC(C)(C)C3)c(OC)cc1Cl (centres undefined) | 9% | 6% | -1% | 4% | -3 | -16 | -20%
Clc1ccc2c(c1)C(c1cccs1)=NNC(c1cccnc1)=N2 | 4% | 0% | -5% | 1.7µM* | -4 | 12 | -7%
OC(Cn1cncn1)c1ccc(Cl)cc1Cl (centres undefined) | 6% | -4% | 0% | 11% | -1 | -18 | 6%
CCOc1ccc(-c2nc(-c3cccnc3)no2)cc1OCC | 3% | 7% | 0% | · | 12* | 41 | ?

Only Shiga inhibitor and LmPK inh, for some of the entries so far:
smiles,Shiga inhibitor,LmPK inh
CCOc1ccccc1NC(=O)C12CC3CC(C1)CC(c1ccc(C)cc1)(C3)C2,-23,5%
Cc1ccc(N2CC(C(=O)Nc3ccc(S(=O)(=O)N4CCCC4)cc3)CC2=O)cc1 (centres undefined),-15,8%
COc1cc(NC(=O)C2CC(=O)NC3=C2C(=O)CC(C)(C)C3)c(OC)cc1Cl (centres undefined),-16,9%
Clc1ccc2c(c1)C(c1cccs1)=NNC(c1cccnc1)=N2,12,4%

High-throughput results as filed in PubChem BioAssay.
